Screening data: PubChem, The Scripps Research Institute Molecular Screening Center
GBA enhancer – glucocerebrosidase activity enhancement | P04062 | AID 784 | activation, % at 10 µM | 0.44% of 30,000 active | L444P Gaucher fibroblasts, 4-MU-glucoside fluorescence, 3 days; in the data active means activation above about 65%;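 further: 0% = vehicle wells and 100% = positive control wells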
Target sequence (P04062 whole entry L483P): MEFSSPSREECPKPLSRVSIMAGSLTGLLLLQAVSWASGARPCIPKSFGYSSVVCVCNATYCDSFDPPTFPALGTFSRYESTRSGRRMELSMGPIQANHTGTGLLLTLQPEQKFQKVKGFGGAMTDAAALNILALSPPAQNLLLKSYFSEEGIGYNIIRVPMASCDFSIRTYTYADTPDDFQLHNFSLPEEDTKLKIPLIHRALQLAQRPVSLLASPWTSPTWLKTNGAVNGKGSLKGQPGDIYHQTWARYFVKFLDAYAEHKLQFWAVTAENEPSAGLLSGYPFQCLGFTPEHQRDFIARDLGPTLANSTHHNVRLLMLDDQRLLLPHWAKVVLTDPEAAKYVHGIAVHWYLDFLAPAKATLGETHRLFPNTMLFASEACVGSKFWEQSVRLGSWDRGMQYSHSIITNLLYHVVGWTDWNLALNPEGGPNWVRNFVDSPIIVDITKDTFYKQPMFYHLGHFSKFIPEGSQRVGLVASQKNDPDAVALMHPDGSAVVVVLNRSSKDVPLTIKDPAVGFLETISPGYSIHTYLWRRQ
An asterisk follows results filed as active. A portion of the library. The share of hits here may be higher or lower than overall.

A first look, 3 compounds:
| compound | GBA enhancer |
| --- | --- |
| CCOC(=O)C1=C(N)OC2=C(C(=O)CCC2)C1c1ccccc1OCC (stereo not given) | -3 |
| CC(CC(=O)NCc1ccccc1)C1CCCO1 (stereo not given) | -1 |
| COc1ccc(N2CCN(C(=O)CSc3nnc(CNc4ccccc4)o3)CC2)cc1 | -4 |

Results, from the start:
| compound | GBA enhancer |
| --- | --- |
| CCOC(=O)C1=C(N)OC2=C(C(=O)CCC2)C1c1ccccc1OCC (stereo not given) | -3 |
| CC(CC(=O)NCc1ccccc1)C1CCCO1 (stereo not given) | -1 |
| COc1ccc(N2CCN(C(=O)CSc3nnc(CNc4ccccc4)o3)CC2)cc1 | -4 |
| COc1ccc(C2C(C(=O)O)CC(=O)N2c2ccc(OC)cc2)cc1 (stereo not given) | -11 |
| CCC(C(=O)O)n1nnc(-c2ccc(-c3ccc(OC)cc3)cc2)n1 (stereo not given) | -1 |
| CS(=O)(=O)NCc1ccc(C(=O)NC2CCCCC2)cc1 | 1 |
| COC(=O)c1cc(OC)c(OC)cc1N=CC1=C(O)CC(C)(C)CC1=O | -6 |
| Clc1ncn(C23CC4CC(CC(C4)C2)C3)n1 | -5 |
| COc1ccc(OC)c(C2C(C(=O)c3cccs3)=C(O)C(=O)N2c2cc(C)on2)c1 (stereo not given) | -26 |
| Cc1nn(Cc2ccccc2)c(C)c1C(=O)Nc1ccc(N2CCOCC2)cc1 | -17 |
| COc1ccc(N2CCN(CCCNC(=O)C3(S(=O)(=O)c4ccc(Cl)cc4)CC3)CC2)cc1 | 24 |
| Cc1ccc(-c2nnn(Cc3nc(N)nc(N4CCOCC4)n3)n2)cc1 | 7 |
| c1cnc(NC2C3CC4CC(C3)CC2C4)nc1 (stereo not given) | 3 |
| COc1ccc(-c2noc(CCC(=O)NCc3cc(Br)ccc3OC)n2)cc1 | -23 |
| O=c1cc(CSc2nnnn2-c2ccccc2)nc2scc(-c3ccccc3)n12 | -2 |
| CC1(C)CC(=NO)CC(C)(C)N1 | -57 |
| Cc1cc(O)c(C(C)C)cc1N=C1CSC(=O)N1 | -19 |
| CCCCOC(=O)C1=C(C)NC2=C(C(=O)CCC2)C1c1cc(OC)ccc1OC (stereo not given) | 1 |
| CS(=O)(=O)N(CCc1ccccc1)CC(=O)NCc1ccco1 | -1 |
| CCCN1CC=C2C(C#N)=C(N)C(C#N)(C#N)C(c3cccc(OC)c3OC)C2C1 (stereo not given) | -25 |
| CC(C)COC(=O)N1CC(O)CC1C(=O)O (stereo not given) | -5 |
| O=C(CCn1c(=O)sc2ccccc21)NC1=NCCS1 | 4 |
| COc1ccc(N2CCN(C(=O)CCNS(=O)(=O)c3ccc4c(c3)CCC(=O)N4)CC2)cc1 | -13 |
| CCCn1c(=O)c2c(c3ccccc31)OCC(=O)N2 | -13 |
| CCc1ccccc1NC(=O)Cn1nnc(-c2cccs2)n1 | -21 |
| COc1ccc(C(C)N2CC34C=CC(O3)C(C(=O)O)C4C2=O)cc1 (stereo not given) | 1 |
| O=C(NCC1CCCO1)c1ccc(NC(=O)C2CCCCC2C(=O)O)cc1 (stereo not given) | -18 |
| CC1CCN(CC(O)COC2CCC(C(C)(C)C)CC2)CC1 (stereo not given) | -43 |
| COc1cc(C(=O)Nc2cccc(-c3nc4ncccc4o3)c2C)cc(OC)c1OC | 5 |
| CCOC(=O)c1cc2c(n(-c3ccc(C)cc3)c1=O)CCCC2=O | -11 |

A different layout for four compounds above:
> COc1ccc(N2CCN(CCCNC(=O)C3(S(=O)(=O)c4ccc(Cl)cc4)CC3)CC2)cc1
  GBA enhancer = 24

> COc1ccc(N2CCN(C(=O)CSc3nnc(CNc4ccccc4)o3)CC2)cc1
  GBA enhancer = -4

> COc1ccc(C2C(C(=O)O)CC(=O)N2c2ccc(OC)cc2)cc1 (stereo not given)
  GBA enhancer = -11

> CS(=O)(=O)N(CCc1ccccc1)CC(=O)NCc1ccco1
  GBA enhancer = -1

Further entries.
| compound | GBA enhancer |
| --- | --- |
| Cc1cc(C(=O)CN2C(=O)c3ccccc3C2=O)c(C)n1Cc1cccs1 | -12 |
| CC(C)C(NC(=O)OCc1ccccc1)C(=O)OCC(=O)N1CCCCC1 (stereo not given) | 2 |
| Cc1cccc(NC(=O)CSc2nnc(-c3ccccc3)n2N)c1C | -60 |
| FC(F)Oc1ccccc1C1CC(c2ccc(Br)s2)Nc2ncnn21 (stereo not given) | -21 |
| Cc1ccc(C)n1-n1cnc2scc(-c3cccs3)c2c1=O | -7 |
| CC1CN(c2ccc(Oc3ccccc3)cc2)c2nc3c(c(=O)[nH]c(=O)n3C)n2C1 (stereo not given) | -1 |
| CCCS(=O)(=O)Nc1cc(C(F)(F)F)ccc1OCCOC | 14 |
| CCSc1nnc(NC(=O)CCc2ccccc2)s1 | -2 |
| CCN(Cc1ccccc1)C(=O)CCc1nc(-c2ccc(C)cc2)no1 | -2 |
| O=S(=O)(NC1CCCC1)c1ccc(S(=O)(=O)NC2CCCC2)cc1 | -1 |
| CC(=O)NCCCc1c[nH]c2ccc(Cl)cc12 | -13 |
| O=C(NC1(C(=O)NC2CCCC2)CCCCC1)c1ccc2c(c1)OCO2 | -3 |
| CCOC(=O)C(C)Oc1cccc2c(=O)n(CC(=O)N3CCc4ccccc43)ccc12 (stereo not given) | 4 |
| CCOc1cc(C#N)c(NC(=O)c2cccnc2)cc1OCC | 19 |
| COc1cccc(CNC(=O)Nc2cccs2)c1 | 2 |
| Cc1cccc(C(=O)NCCN2CCN(c3ccccc3)CC2)c1 | -17 |
| Cc1ccc(Cn2nnc3c(=O)n(Cc4cc(C)ccc4C)cnc32)cc1 | 1 |
| CC1CCN(C(=O)CSc2nnc(Cc3ccccc3)o2)CC1 | 14 |
| OC1CN=C2C=CC=CN2C1 (stereo not given) | 1 |
| O=C(C1COc2ccccc2O1)N1CCN(c2ccccc2)CC1 (stereo not given) | -5 |
| COc1ccc(C(=O)Nc2cccc(-c3nc4ncccc4o3)c2C)cc1OC | -73 |
| NC(=O)c1oc2ccccc2c1NC(=O)C1CCCCC1 | -14 |
| CCOC(=O)CSc1nnc(-c2ccc(NS(=O)(=O)c3ccc(C)cc3)cc2)o1 | -10 |
| COc1ccc(-c2cc(C(F)(F)F)nc(N3CCCCC3)n2)cc1OC | -37 |
| O=c1cc(N2CCN(Cc3ccccc3)CC2)[nH]c(=O)n1Cc1ccc(F)cc1 | -13 |
| COCCn1nnnc1C(c1ccc(OC)cc1)N1CCN(c2ccccc2F)CC1 (stereo not given) | -1 |
| CC(=O)c1c(C)[nH]c(C(=O)Nc2cccnc2)c1C | -6 |
| COCCn1c(SCC(=O)NCc2ccc3c(c2)OCO3)nnc1-c1c[nH]c2ccccc12 | -18 |
| O=C(NCC1COc2ccccc2O1)c1c[nH]c2ccc(S(=O)(=O)N3CCOCC3)cc2c1=O (stereo not given) | -8 |
| OCCNc1nc(Nc2ccccc2)nc(Nc2ccccc2)n1 | 20 |

| compound | GBA enhancer |
| --- | --- |
| COc1ccc2c(c1)CCC(C)N2S(=O)(=O)c1ccc(C2CNC(=O)C2)cc1 (stereo not given) | -30 |
| CN(C)CCNC(=O)c1c(O)c2c([nH]c1=O)CCCC2 | -5 |
| COCCOc1nc2c(c(=O)n(C)c(=O)n2C)n1CCc1ccccc1 | -3 |
| O=C(O)CCCC(=O)N1CCN(c2cccc(Cl)c2)CC1 | -14 |
| CCOC(=O)Cn1c2ccc(OC)cc2c2nc3ccccc3nc21 | -71 |
| CN(C)C(=O)N1CCN(C(=O)c2ccccc2Sc2ccccc2C#N)CC1 | -20 |
| CCCn1nc(-c2nnc(-c3ccc(C)c(C)c3)o2)c2ccccc2c1=O | -8 |
| CCOc1ccc(S(=O)(=O)N2CCN(C(=O)c3cccn3C)CC2)cc1 | -7 |
| O=C(Nc1ccccc1N1CCCCC1)c1ccccc1F | -2 |
| Cc1ccc(OCc2ccoc2C(=O)O)cc1C | -43 |
| C/C(=N\O)c1ccccc1C(=O)O | 5 |
| CCCOc1ccccc1C1NC(=O)NC(C)=C1C(=O)OCCOCC (stereo not given) | 4 |
| COCCOC(=O)/C=C1/NC(=O)CS1 | 1 |
| O=C(CCN1CCN(c2ccccc2F)CC1)Nc1ccccc1F | -21 |
| CC(c1ccco1)N(C(=O)c1cccs1)c1ccccn1 (stereo not given) | -7 |
| CC(=O)c1cc2c(cc1NC(=O)c1cc3nc(C(C)C)cc(C(F)(F)F)n3n1)OCO2 | 2 |
| O=C1OC(N2CCN(C(=O)C3CCCO3)CC2)c2ccccc21 (stereo not given) | -5 |
| Cc1cc(C)c2nc3s/c(=C/c4ccc5c(c4)n(C)c(=O)n5C)c(=O)n3c2c1 | 4 |
| O=C(Nc1ccccc1Cl)c1cc(S(=O)(=O)N2CCCC(C(=O)O)C2)ccc1F (stereo not given) | -24 |
| O=C(CCn1c(=O)oc2ccccc21)Nc1ccon1 | 8 |
| N=c1c2c(n(Cc3ccc(Cl)cc3)c3c1CCC3)CCC2 | -29 |
| CC(Nc1nc(N2CCCC2)nc2ccccc12)c1ccccc1 (stereo not given) | -17 |
| CCCS(=O)(=O)N1CCC(C(=O)NCCCOC(C)C)CC1 | -15 |
| O=C(CSc1nnc(-c2ccccc2)n1C1CCCCC1)N1CCCC1 | 10 |
| Cc1cc(C)cc(NC(=O)CN(C)S(=O)(=O)c2cccc3nsnc23)c1 | -40 |
| CCOC(=O)N1CCC(Nc2c(Nc3cccc(CC)c3)c(=O)c2=O)CC1 | 17 |
| Cc1ccc(-c2nnn(CC(=O)N(CCO)C(C(=O)NC(C)(C)C)c3ccncc3)n2)cc1 (stereo not given) | -37 |
| Cc1ccc(CNC(=O)C2CCN(S(=O)(=O)c3c(C)noc3C)CC2)cc1 | -11 |
| Nc1nc(CSc2nc3ccccc3s2)nc(N2CCCCC2)n1 | -1 |
| C=C(C)COc1ccc2c(C)c(C)c(=O)oc2c1OCC(=C)C | 2 |

| compound | GBA enhancer |
| --- | --- |
| c1ccc(CNc2ncnc3c2cnn3-c2ccccc2)cc1 | -50 |
| CC1(C(=O)NC2CCCC2)CCC(=O)N1Cc1ccc2c(c1)OCO2 (stereo not given) | -22 |
| CC1=C(C(=O)OCc2ccc3c(c2)OCO3)C(c2ccc(Cl)cc2)NC(=O)N1 (stereo not given) | -43 |
| O=C(Nc1ccc2c(c1)nc1n2CCCCC1)c1cc(S(=O)(=O)N2CCOCC2)ccc1Cl | -4 |
| Cn1c(=O)cc(OCCCC(=O)N2CCN(c3ccccn3)CC2)c2ccccc21 | -30 |
| CCOc1ccc(C(C)(C)C)cc1S(=O)(=O)N1CC(C)OC(C)C1 (stereo not given) | -42 |
| COc1ccc(N2C(=O)C(Cl)=C(N(CCO)Cc3ccccc3)C2=O)cc1 | -25 |
| CC(C)OCCCNC(=O)c1ccc(NS(C)(=O)=O)cc1 | 0 |
| Cc1c(Nc2ncnc3c2cnn3-c2ccccc2)c(=O)n(-c2ccccc2)n1C | -5 |
| CCOc1nc(-c2ccc(OC)cc2)ccc1-c1noc(C)n1 | 3 |
| O=C(CN1CCN(c2ccccc2)CC1)Nc1c(C(=O)C2CC2)oc2ccccc12 | -30 |
| CCOC(=O)N1CCN(C(=O)c2cccn3c(=O)c4sccc4nc23)CC1 | -39 |
| CCOc1ccc(OCc2cccc(C(=O)O)c2)cc1 | -22 |
| C=CCC(NCCCO)c1cccc(OC)c1OC (stereo not given) | 6 |
| COc1ccc(N2C(=O)C3CCCN3C2c2ccc(C)o2)cc1Cl (stereo not given) | 20 |
| Cc1cc(C)c2c(c1)NC(=O)C2(O)CC(=O)c1cccs1 (stereo not given) | -15 |
| CCN1CCCC1CNC(=O)c1cn(CC)c2ccc(S(=O)(=O)N3CCCCCC3)cc2c1=O (stereo not given) | -37 |
| CCNc1nc(N)c(C(=O)c2ccc(Cl)s2)s1 | -11 |
| C=CCOc1ccc(/C=C/C(C)=N\O)cc1 | -2 |
| CC(C)CN(C(=O)CSc1nnc2c(Cl)cc(C(F)(F)F)cn12)C1CCS(=O)(=O)C1 (stereo not given) | -12 |
| NS(=O)(=O)c1cc2c(cc1Cl)NC(C(Cl)Cl)NS2(=O)=O (stereo not given) | -14 |
| Cc1nc(NCCN2CCOCC2)c2oc3ccccc3c2n1 | -7 |
| Cc1cc(NC(=O)COn2nnc3ccccc32)no1 | -10 |
| CCc1ccccc1N(C(=O)Cn1nnc2ccccc21)C(C(=O)NCCOC)c1ccco1 (stereo not given) | -8 |
| Cc1cc(C(=O)CN2C(=O)CCC2=O)c(C)n1Cc1ccccc1 | -1 |
| CCCc1[nH]n(-c2nc3ccccc3s2)c(=O)c1C=NCC1CCCO1 (stereo not given) | -5 |
| CCOc1cccc(=O)c2c(C)n(Cc3ccco3)c(C)c12 | 2 |
| O=C1CCCC2=C1C(c1ccc(Br)cc1)c1c([nH]c(=S)[nH]c1=O)N2 (stereo not given) | -12 |
| Cc1ccc2nc3ccc(N4CCN(C)CC4)nn3c(=O)c2c1 | -23 |
| S=c1nc2ccccc2c2nc(-c3ccccc3)[nH]n12 | 29 |

Quoted at random: 7 compounds from above, in no set order.
| compound | GBA enhancer |
| --- | --- |
| CCOC(=O)N1CCN(C(=O)c2cccn3c(=O)c4sccc4nc23)CC1 | -39 |
| c1ccc(CNc2ncnc3c2cnn3-c2ccccc2)cc1 | -50 |
| NS(=O)(=O)c1cc2c(cc1Cl)NC(C(Cl)Cl)NS2(=O)=O (stereo not given) | -14 |
| C=CCC(NCCCO)c1cccc(OC)c1OC (stereo not given) | 6 |
| Cn1c(=O)cc(OCCCC(=O)N2CCN(c3ccccn3)CC2)c2ccccc21 | -30 |
| CCNc1nc(N)c(C(=O)c2ccc(Cl)s2)s1 | -11 |
| CCOc1cccc(=O)c2c(C)n(Cc3ccco3)c(C)c12 | 2 |

The results go on:
| compound | GBA enhancer |
| --- | --- |
| O=C(c1ccc2ccccc2n1)N1CCN(c2ccccc2)CC1 | -26 |
| C=CCOc1ccc(/C=N/n2cncn2)cc1OC | -5 |
| CCCn1c(=O)c2ccccc2n2c(SCC(=O)c3ccc(F)cc3)nnc12 | 0 |
| O=C1CN(S(=O)(=O)c2ccc(F)cc2)CC(=O)N1CCc1ccccc1 | 6 |
| CC(C)(C)C(=O)Nc1c2c(nc3c1CCC3)CCCC2 | -5 |
| COc1cc2nc(N3CCNCC3)nc(N)c2cc1OC | -24 |
| COc1ccc(C2NCCc3cc(OC)c(OC)cc32)cc1OC (stereo not given) | 16 |
| Cc1ccc(S(=O)(=O)N2CCC(C(=O)OC(C)C(=O)NCc3ccc4c(c3)OCO4)CC2)cc1 (stereo not given) | -9 |
